Screening results: PubChem, several laboratories
LRH-1 inv ag – inverse agonists of human LRH-1 (NR5A2) | AID 602396 | inhibition, % at 3.6 µM | HEK293T StAR-luciferase reporter, LRH-1 transfected, 24 h | actives 0.13% (n = 360,000);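 active = inhibition above the mean inhibition of all tested compounds plus 3 SD, cut at about 73% in these data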;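 note: 0% = DMSO wells and 100% = reporter-only cells lacking LRH-1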
Target sequence (O00482 whole entry, looked up): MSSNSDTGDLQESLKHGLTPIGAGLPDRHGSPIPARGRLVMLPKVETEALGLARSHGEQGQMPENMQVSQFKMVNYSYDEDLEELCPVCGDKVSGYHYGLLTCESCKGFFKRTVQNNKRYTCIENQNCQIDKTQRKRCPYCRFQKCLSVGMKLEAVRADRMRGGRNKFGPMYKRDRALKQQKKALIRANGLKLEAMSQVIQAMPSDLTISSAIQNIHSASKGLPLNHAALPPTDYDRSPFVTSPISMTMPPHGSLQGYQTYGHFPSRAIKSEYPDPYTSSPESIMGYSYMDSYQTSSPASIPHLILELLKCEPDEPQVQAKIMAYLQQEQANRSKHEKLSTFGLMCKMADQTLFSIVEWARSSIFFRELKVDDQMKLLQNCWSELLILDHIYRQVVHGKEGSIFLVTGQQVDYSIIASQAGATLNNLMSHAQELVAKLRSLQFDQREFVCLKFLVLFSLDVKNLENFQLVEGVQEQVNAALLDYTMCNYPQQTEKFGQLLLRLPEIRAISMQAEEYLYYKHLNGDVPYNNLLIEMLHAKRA
COUP-TFII inh – blocks human COUP-TFII nuclear receptor; AID 686940; actives 0.7% (n = 370,000); HEK293T NGFI-A luciferase reporter, luminescence; inhibition, % at 8.6 µM; P24468;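 active = inhibition above a per-plate cutoff, mean inhibition of test wells between control levels plus 3 SD, cut at about 38% in these data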;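 note: cells cotransfected with COUP-TFII expression vector driving the NGFI-A reporter; 0% = median of COUP-TF2 test wells and 100% = reporter-only cells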
Target sequence (P24468 whole entry, looked up): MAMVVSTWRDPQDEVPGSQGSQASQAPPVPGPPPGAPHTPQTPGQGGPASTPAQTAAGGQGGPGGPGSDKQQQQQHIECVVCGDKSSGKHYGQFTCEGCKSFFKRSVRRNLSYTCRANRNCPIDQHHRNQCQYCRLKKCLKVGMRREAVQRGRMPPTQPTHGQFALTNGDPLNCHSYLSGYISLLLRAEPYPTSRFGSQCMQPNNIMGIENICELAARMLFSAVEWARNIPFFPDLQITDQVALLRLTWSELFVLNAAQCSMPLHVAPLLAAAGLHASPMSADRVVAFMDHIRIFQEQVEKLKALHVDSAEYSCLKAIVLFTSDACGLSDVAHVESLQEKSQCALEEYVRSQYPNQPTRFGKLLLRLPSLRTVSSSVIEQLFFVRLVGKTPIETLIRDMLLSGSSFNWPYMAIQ
TRAIL sens C8 – sensitizes caspase-8 expressing cells to TRAIL. NB7+C8 cells + TRAIL, ATPlite viability luminescence. inhibition (viability loss, TRAIL sensitization), % at 10 µM. actives 1% (n = 360,000);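 active = compounds causing at least 50% loss of cell viability in the single-dose screen, relative to plate controls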
CF NFkB block – cystic fibrosis NF-kB activation inhibition; KKLEB NF-kB-GFP reporter, PAF-induced, GFP fluorescence overnight; inhibition, % at 5 µM; actives 0.86% (n = 360,000);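 active = at least 50% inhibition at 5 µM, scaled per plate between neutral and stimulator controls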;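 note: PAF is a Pseudomonas aeruginosa culture filtrate used as stimulus; plate controls were PAF-stimulated DMSO wells for no effect and unstimulated DMSO wells for full effect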
KKLEB cytotox – reduces viability of KKLEB cystic fibrosis airway cells; KKLEB CF airway cells viability, ATPlite luminescence, overnight; active compounds read low; cells stimulated with P. aeruginosa culture filtrate; activity change (cytotoxicity), % at 5 µM; actives 0.36% (n = 360,000);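 active = corrected activity change at or below -50% at 5 µM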
LMP1 NFkB inh – Epstein-Barr LMP1 NF-kappaB reporter inhibition; actives 0.69% (n = 350,000); LMP1-induced NF-kappaB luciferase reporter cells, luminescence; inhibition, % at 12.5 µM; in the data active = inhibition above about 41%;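 note: 0% = neutral control wells and 100% = reference inhibitor control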
TWEAK Fn14 block – TWEAK-Fn14 signaling inhibition; actives 2% (n = 360,000); inhibition, % at 10 µM; TWEAK-stimulated Fn14 reporter cells, luciferase luminescence, 8 h; in the data active = inhibition above about 50%
TROY NFkB inh – inhibitors of TROY-dependent NF-kB signaling; inhibition, % at 10 µM; AID 1347056; actives 0.98% (n = 360,000); Q293 LMP1-TROYcd NF-kB luciferase reporter, 4 h;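 active = compounds whose plate-normalised and pattern-corrected inhibition of the luciferase reporter signal at the single screening dose is 50% or more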
NCOA3 inh – inhibitors of human steroid receptor coactivator 3 (SRC3). HEK293 GAL4-SRC3 luciferase reporter, luminescence. inhibition, % at 3.6 µM. actives 0.17% (n = 360,000). AID 588352;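 active = inhibition above a per-campaign cutoff, the mean of all compounds plus 3 SD, cut at about 60% in these data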;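 note: 0% = DMSO-treated cells and 100% = gossypol-treated cells at 36 µM; higher means less SRC3-driven luciferase light from the GAL4 reporter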
NCOA2 inhibitor – human SRC2 (NCOA2) inhibition. Q15596. HEK293 GAL4-SRC2 luciferase reporter, luminescence. inhibition, % at 9 µM. actives 0.17% (n = 370,000);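 active = inhibition above the mean inhibition of all tested compounds plus 3 SD, set per campaign, cut at about 52% in these data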;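 note: 0% = DMSO treated cells and 100% = cells given Gossypol at 36 µM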
NCOA1 inh – human NCOA1 inhibition. actives 0.12% (n = 360,000). inhibition, % at 3.6 µM. Q15788. HEK293 GAL4-SRC1 luciferase reporter, luminescence;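 active = inhibition above the campaign mean plus 3 SD, with each screening campaign given its own cutoff, cut at about 60% in these data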;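 note: 0% = DMSO treated cells and 100% = gossypol at 36 µM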
Active calls of the source: *; x = no result given.

SMILES | LRH-1 inv ag | COUP-TFII inh | TRAIL sens C8 | CF NFkB block | KKLEB cytotox | LMP1 NFkB inh | TWEAK Fn14 block | TROY NFkB inh | NCOA3 inh | NCOA2 inhibitor | NCOA1 inh
O=C(Nc1ccc(Nc2ccccc2)cc1)C(Cl)Cl | 39 | -6 | -8 | -14 | 14 | -16 | -15 | -23 | 4 | 11 | -1
O=C1N=C(N2C=CC(=C3C=CNC=C3)C=C2)/C(=C/N=NC(=O)c2ccccc2)S1 | -27 | -3 | -14 | 21 | -3 | -6 | 15 | 0 | 13 | -3 | 18
CC1=C(C(=O)N(C)C)CC(CC(=O)NCCCN(C)C)C(=O)N1Cc1ccc(C(C)(C)C)cc1 (stereo not drawn) | -5 | 6 | -5 | 1 | 0 | 1 | -43 | -13 | -9 | -5 | -3
CCN(CC(=O)NCc1ccncc1)S(=O)(=O)c1ccccc1 | 6 | 10 | -8 | -14 | 9 | -2 | 37 | -5 | -15 | -13 | 9
CNc1cnn(-c2ccc(C)cc2)c(=O)c1Cl | -147 | -9 | -5 | -7 | -10 | 1 | 20 | -15 | -75 | -74 | -112
CN(C)S(=O)(=O)c1cccc(NC(=O)C(c2ccccc2)c2ccccc2)c1 | -3 | 0 | -18 | 14 | -14 | -1 | -10 | 14 | -8 | -15 | 6
COCCN1CN=C(Nc2nc3ccccc3s2)NC1 | -10 | -1 | 2 | 2 | -3 | -25 | -14 | -8 | -4 | -10 | -36
COc1ccc(OCC(=O)NCc2ccc(Cl)cc2)cc1 | 0 | -1 | -7 | -15 | 0 | 10 | 22 | -1 | -2 | -34 | -34
O=C(Nc1ccc(S(=O)(=O)NC2=NCCCCC2)cc1)c1ccccc1Cl | 7 | 0 | -1 | -4 | 11 | 5 | 4 | -5 | -24 | 12 | -8
COc1ccccc1-c1nnc(SCc2ccccn2)n1C | 18 | 2 | -4 | 6 | 3 | -4 | 2 | -9 | 8 | -15 | 3
CCCCCCCCCCCCC(=O)CCCCC(=O)O | -3 | 11 | -11 | 25 | 3 | -2 | -13 | 13 | 3 | 7 | -57
CC(C)C[C@H](NC(=O)c1nc[nH]c1C(=O)N1CCC(C)CC1)C(=O)OC(C)(C)C | 13 | 3 | 13 | 24 | 4 | -3 | -14 | -6 | 4 | 2 | 10
CC(C)(C)c1ccc(S(=O)(=O)NC(=O)C2(C)CCN2C(=O)c2cccc3ccccc23)cc1 (stereo not drawn) | 3 | 9 | -4 | 16 | -13 | x | -2 | 7 | 10 | -17 | -5
O=[N+]([O-])c1ccc2nc(-[n+]3c(-c4ccccc4)cc(-c4ccccc4)cc3-c3ccccc3)[nH]c2c1 | 4 | x | 12 | 23 | -17 | 23 | 40 | -7 | 16 | x | 6
CC(C)OCCCNC(=O)c1ccc(N(C)S(C)(=O)=O)cc1 | 7 | -13 | -7 | -8 | 18 | -5 | -2 | 11 | -3 | -5 | -10
O=C(NCc1cccc(Cl)c1)C1Cc2c(-c3cccc(F)c3)ccnc2O1 (stereo not drawn) | -10 | 3 | -2 | 4 | -7 | x | -6 | 26 | -19 | -17 | -23
N#Cc1cc2sc3nnc(-c4ccncc4)n3c2cc1C#N | 0 | 3 | 0 | -15 | 11 | 0 | 21 | -11 | 9 | -1 | -2
CCC(C)NC(=O)c1ccc(NC(=O)C2CCCO2)cc1 (stereo not drawn) | -12 | -16 | 0 | 5 | 1 | -10 | -6 | 2 | 1 | 6 | -11
Cc1ccccc1NC(=O)c1ccc2nc(N3CCOCC3)sc2c1 | -19 | -4 | -4 | 6 | -15 | -7 | -23 | -33 | -22 | -44 | -16
CC1(c2nc3ccccc3[nH]2)c2ccccc2C(=O)N1Cc1ccccc1 (stereo not drawn) | 25 | 4 | -9 | x | x | x | 26 | -15 | x | -15 | x
CCOc1ccc(/C=C2\SC(=S)N(CCC(=O)O)C2=O)cc1 | 7 | 23 | 22 | 8 | 0 | 47* | 86* | 58* | 53 | 70* | 32
CCC(C)NC(=O)c1ccc(N2CC3CC(C2)c2cccc(=O)n2C3)c(NC(=O)c2ccc(Br)o2)c1 (stereo not drawn) | 3 | 17 | 16 | -7 | 3 | 9 | -13 | 6 | 1 | -16 | -14
CC(OC(=O)c1cccc(S(=O)(=O)Nc2ccccc2F)c1)C(=O)NCc1ccc2c(c1)OCO2 (stereo not drawn) | -8 | -6 | -4 | 10 | -5 | 7 | 8 | 3 | 10 | -6 | -11
COC(=O)c1ccc(NS(=O)(=O)c2ccc(SC)cc2)cc1 | 27 | 0 | -14 | -30 | 11 | -5 | -8 | 12 | 14 | -1 | 2
Fc1ccc(CNC2CCN(Cc3ccccc3)CC2)cc1 | -6 | 7 | 0 | 28 | -9 | -11 | -1 | 3 | 4 | 35 | 6
Additional records follow:
SMILES | LRH-1 inv ag | COUP-TFII inh | TRAIL sens C8 | CF NFkB block | KKLEB cytotox | LMP1 NFkB inh | TWEAK Fn14 block | TROY NFkB inh | NCOA3 inh | NCOA2 inhibitor | NCOA1 inh
COc1ccc(/C=C/C(=O)NNC(=O)C(C)Oc2ccccc2F)cc1OC (stereo not drawn) | -4 | 8 | -5 | 15 | 9 | 27 | 4 | 14 | -6 | 3 | 1
CC1CN(S(=O)(=O)N2CCOCC2)CCN1S(=O)(=O)N1CCOCC1 (stereo not drawn) | 0 | -35 | 0 | -18 | -23 | -3 | -1 | -9 | -3 | 8 | -4
O=C(NNc1ccccc1Br)C(=O)n1ccc2ccccc21 | 15 | 2 | -3 | 8 | -15 | 2 | -17 | -5 | 1 | 4 | -33
O=C(Nc1ccc(F)cc1)Nc1ccc(N2CCOCC2)c2nonc12 | 5 | -3 | 21 | 16 | 1 | -24 | -33 | -43 | -69 | -27 | -46
Cc1cc(C)c2oc(-c3ccc(C)c(NC(=S)NC(=O)c4cccs4)c3)nc2c1 | -4 | 8 | 4 | -6 | -2 | -10 | -42 | -56 | -7 | -14 | -39
CCn1c2ccc(F)cc2c2nnc(NN)nc21 | -5 | -2 | -10 | -26 | 3 | 0 | -2 | 10 | 17 | -18 | -6
O=C(COc1ccccc1/C=C1\SC(=O)NC1=O)Nc1ccc(F)cc1 | -5 | 8 | -1 | 0 | 11 | -6 | -1 | 16 | -2 | 8 | -8
CN(C)c1ccc([N+](=O)[O-])cc1C(=O)O | 12 | 0 | -6 | -15 | 5 | 4 | -2 | -1 | 9 | 15 | -5
Cc1ccc(C(=O)Nc2c3c(nn2C(C)(C)C)CS(=O)(=O)C3)cc1[N+](=O)[O-] | -1 | 8 | 4 | -4 | 16 | 5 | 11 | -27 | -15 | 27 | 27
COc1cccc(/C=N/NC(=O)CC2C(=O)NN=C2C)c1OC (stereo not drawn) | 11 | -7 | 1 | 15 | -1 | 0 | 10 | -27 | 4 | 10 | -5
COc1ccc(C(=O)NC(=S)Nc2ccc3[nH]c(=O)[nH]c3c2)cc1Br | 0 | 5 | -4 | -18 | 0 | 13 | -23 | -17 | 9 | -20 | 1
Cc1ccc(/C=C/C(=O)Nc2nnc(SCc3ccc(C#N)cc3)s2)o1 | 0 | 3 | 3 | 1 | -1 | -4 | 31 | -20 | -8 | -50 | -4
Cc1cccc(-n2cc(-c3ccccc3)c3c(NN4CCOCC4)ncnc32)c1 | 18 | -6 | -5 | -6 | 10 | 0 | -1 | 12 | 13 | -1 | -7
Cc1ccc2nc(N/N=C/c3ccccc3F)nc(-c3ccccc3)c2c1 | -12 | 0 | -6 | -17 | 2 | 8 | 28 | -5 | 0 | 18 | -11
Cc1ccc(/C=c2/sc3n(c2=O)CCCN=3)o1 | -59 | -38 | -11 | -4 | 1 | -30 | -10 | -17 | -45 | -6 | -61
COc1cccc(NC(C(=O)Nc2cccc(C(C)=O)c2)c2ccccc2)c1 (stereo not drawn) | -3 | 7 | -6 | 7 | -14 | 7 | 5 | -41 | 2 | 14 | 0
CC(C(=O)NN)n1nnc(N2CCOCC2)n1 (stereo not drawn) | -8 | 6 | -3 | 16 | -15 | -1 | -7 | -7 | 11 | 26 | 13
COc1ccc(N2CCN(CC(=O)Nc3ccccc3SC)CC2)cc1 | -19 | 17 | -4 | -3 | -9 | 7 | 6 | 10 | -19 | 7 | -2
O=c1[nH]c2cc3c(cc2cc1CN(Cc1cccs1)Cc1nnnn1Cc1ccco1)OCCO3 | -10 | -20 | -4 | -20 | 31 | 1 | 48 | x | -30 | -64 | -17
Cc1noc(C)c1CSc1nc2ccccc2c(=O)n1-c1ccc(Cl)cc1 | 22 | -13 | 7 | 14 | -10 | 0 | 3 | 4 | 27 | -12 | 7
COc1cccc(C2=NO[C@@H]3C(=O)N(Cc4ccccc4)C(=O)[C@H]23)c1OC | 11 | -10 | -5 | 2 | 1 | -16 | 10 | -16 | -5 | 5 | 0
CCN1C(=NCc2ccc(OC)cc2)N[C@@H](c2ccccc2)C(C(=O)OC)=C1C | 0 | -5 | -2 | -3 | 6 | 1 | -19 | -2 | 11 | -6 | 2
CS(=O)(=O)c1ccc(C(=O)NCC2(N3CCCCC3)CCCCC2)cc1 | -36 | 5 | -1 | -2 | -1 | -35 | 2 | 1 | 3 | -7 | -7
Cc1ccc(S(=O)(=O)NCc2ccccc2)cc1C(=O)NC(C)c1ccc(S(N)(=O)=O)cc1 (stereo not drawn) | 3 | 17 | -2 | 0 | -10 | -5 | 0 | 0 | -15 | 19 | -5
Cc1ccc2c(CN3CC(C)CC(C)C3)cc(=O)oc2c1C (stereo not drawn) | -4 | 6 | -2 | 14 | -8 | -4 | -3 | -14 | -16 | -10 | 5
Next section:
SMILES | LRH-1 inv ag | COUP-TFII inh | TRAIL sens C8 | CF NFkB block | KKLEB cytotox | LMP1 NFkB inh | TWEAK Fn14 block | TROY NFkB inh | NCOA3 inh | NCOA2 inhibitor | NCOA1 inh
CCOc1ccc(NC(=O)CSc2nc3c(c(=O)n2-c2ccccc2OC)SCC3)cc1 | 60 | 11 | -14 | 12 | -9 | -1 | 4 | -2 | -2 | -19 | 7
COc1ccc(S(=O)(=O)N(CC(=O)NCC2CCCO2)Cc2ccccc2)cc1 (stereo not drawn) | -8 | -5 | -2 | 3 | -12 | -3 | 0 | 10 | 0 | -29 | 9
Cc1ccccc1NS(=O)(=O)c1cc(C(=O)NCCC2=CCCCC2)ccc1Cl | -14 | 13 | 1 | 4 | 6 | -3 | 18 | 20 | 17 | 14 | 1
O=C(OCc1ccccc1)c1cnc(Cl)c(Cl)c1 | 1 | 8 | -1 | -17 | 4 | -22 | -14 | 16 | 14 | -11 | -16
O=C1N(c2ccccc2)CCN1c1ccccc1 | -89 | -43 | 64* | -17 | -11 | -15 | 23 | -24 | -98 | -12 | -93
Cc1c(C)c2ccc(OCC(=O)NCCCN3CCCC3=O)cc2oc1=O | 18 | -20 | -3 | -26 | 13 | -3 | -17 | -16 | 16 | 9 | -10
C/C(=N/N=C1/NC(=O)CC(C(=O)Nc2ccccc2)S1)c1cccs1 (stereo not drawn) | 11 | 9 | -8 | -13 | 24 | -6 | 2 | -10 | 4 | -6 | 4
O=C(Nc1ccc(-c2csc(-c3ccccc3)n2)cc1)c1ccccc1Cl | 2 | -2 | 26 | 0 | -13 | -2 | -26 | 11 | -4 | -44 | 8
COc1ccc(OC)c(CN2CCN(CCCc3ccccc3)C(CCO)C2)c1 (stereo not drawn) | 11 | -12 | 8 | 2 | 3 | 8 | 24 | -8 | 5 | -6 | 2
